Assay outcomes deposited in PubChem by National Center for Advancing Translational Sciences (NCATS).
ELG1 repair inh = inhibitors of ELG1-dependent DNA repair in HEK293T cells; HEK293T ELG1-luciferase reporter, luminescence, 16 h; DNA damage induced by 5-fluorouridine; Potency, µM (doses to about 46.1 µM), inactives show top-dose activity change, negative = inhibition, most hits filed as inhibitors; hit rate 2.3% among 330,000; note: potency is the fitted concentration of half-maximal effect; % is set by controls: 0 for no effect and ±100 for the full control effect; nearly all actives have a fitted effect of over 55% in size
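Quantitative HTS, concentration-response format. 2,000 cells/well co-treated with 5-fluorouridine and compound, 16 hr in 5% CO2 at 37 °C; ONE-Glo luminescence read after 30 min.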
Tb PFK inh = inhibitors of T. brucei phosphofructokinase | O15648 | T. brucei PFK, ADP-Glo luminescence | Potency, µM (series often up to 57.5 µM), inactives show at the highest dose activity, negative = inhibition, most hits filed as inhibitors | hit rate 0.17% among 330,000 | AID 485367;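 note: potency is the fitted concentration of half-maximal effect; 0% = uninhibited 1x PFK enzyme wells and -100% = no-enzyme wells; nearly all actives have a fitted effect of over 60% in size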
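PFK 1.25 nM, F6P 0.5 mM, ATP 0.1 mM, 0.1 M TEA pH 8.0, 5 mM MgCl2, 0.01% Tween20, 0.1% BSA; 45 min RT. ADP-Glo readout. qHTS titration up to 57 uM; curves fitted, compounds curve-classed.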
Integrin act MD = activates integrin-mediated alleviation for muscular dystrophy | alpha7betagal myoblasts, beta-gal FDG fluorescence, 48 h | Potency, µM (top dose mostly 38.3 µM), for inactives: at the highest dose activation, actives largely listed as activators | hit rate 0.064% among 350,000 | AID 624291;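 note: potency is the fitted concentration of half-maximal effect; 100% = response of the positive control SU9516; nearly all actives have a fitted effect of over 60% in size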
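Alpha7betagal+/- myoblasts (passage 13) were plated 16-24 hr, then exposed to compounds (1:260 dilution of DMSO stock) for 48 hours at 37C. After MPER lysis, β-galactosidase reporter activity was read as FDG fluorescence (ex 480/em 540) after 30 minutes.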
TCR act = T cell receptor activation; primary human leukocytes, anti-CD3, IL-2 HTRF, 48 h; Potency, µM (highest dose often 9.22 µM), without a hit: top-dose activation of IL-2 secretion, most hits filed as activators; 330,000 tested, under 10 active; note: % of control where 0% means no effect
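Using a-CD3 beads without co-stimulation, primary human leukocytes were exposed to compounds for 48 hr. An HTRF IL-2 kit measured the cytokine, with europium-to-d2 energy transfer producing emission at 665nm upon 320nm excitation.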
A-T KAP1 phos = potential ataxia-telangiectasia treatment | […] A-T fibroblasts, KAP-1 phosphorylation AlphaLISA; neocarzinostatin DNA damage 30 min before lysis | Potency, µM (doses to about 57.5 µM), for inactives: top-dose activation, most hits filed as activators | hit rate 0.19% among 320,000 | AID 485349; note: potency is the fitted concentration of half-maximal effect; % of control where 0% means no effect; nearly all actives have a fitted effect of over 45% in size
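hTERT-immortalized A-T patient fibroblasts ([…]), 500 cells/well in OPTI-MEM, 1% FBS, got compounds for 60 min, then NCS for 30 min at 37C. Lysates were then assayed for phospho-KAP-1 by AlphaLISA (anti-pKAP1 donor, anti-KAP1 acceptor beads), 6 hr at 25C.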
TSG101-PTAP inh = blocks PTAP/TSG101 interaction to inhibit HIV-1 budding. Fluorescence polarization, FITC-PTAP peptide / Tsg101 binding. Potency, µM (top dose mostly 115 µM), inactives show at the top dose activity change, negative = inhibition, most hits filed as inhibitors. 340,000 tested, under 10 active. AID 493005; active = well fitted inhibition curve with a large enough effect in the main read-out, with a control signal flat, not every such curve was filed as active; inconclusive = small, poorly fitted or top-dose-only effect, or effect the other way, or a change in a side signal; inactive = no such curve, though single readings can be large or run the other way; note: potency is the fitted concentration of half-maximal effect; % of control where 0% means no effect
Target sequence (Q99816 whole entry, looked up): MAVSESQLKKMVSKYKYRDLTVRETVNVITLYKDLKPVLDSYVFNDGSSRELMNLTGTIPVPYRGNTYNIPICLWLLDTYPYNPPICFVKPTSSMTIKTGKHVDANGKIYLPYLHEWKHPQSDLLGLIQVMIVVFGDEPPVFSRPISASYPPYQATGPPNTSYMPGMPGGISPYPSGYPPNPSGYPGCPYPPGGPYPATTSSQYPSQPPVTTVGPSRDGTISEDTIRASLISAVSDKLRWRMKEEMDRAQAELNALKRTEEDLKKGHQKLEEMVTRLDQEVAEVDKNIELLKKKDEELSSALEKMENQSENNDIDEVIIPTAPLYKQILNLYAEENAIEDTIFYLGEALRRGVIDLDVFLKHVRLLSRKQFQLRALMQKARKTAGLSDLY
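Compounds were pin-transferred onto Tsg101 binding domain (10 uM final) in HEPES pH 7.5 buffer, then FITC-PTAP peptide was added at 50 nM final. After 20 min at RT, polarization reported peptide displacement across a qHTS concentration series.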
BCR signal inh = chronic active BCR signaling inhibition; ABC-DLBCL IkBa-CBG/CBR reporter, luminescence ratio, 4 h; Potency, µM (series often up to 46.1 µM), inactives show top-dose ratio change, negative = lower green/red ratio, actives largely listed as inhibitors; hit rate 0.05% among 340,000; active = well fitted inhibition curve with a large enough effect in the signal ratio, with a control signal flat, not every such curve was filed as active; inconclusive = small, poorly fitted or top-dose-only effect, or effect the other way, or a change in a side signal; the % refers to the signal ratio;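 note: potency is the fitted concentration of half-maximal effect; plate controls were basal doxycycline-induced cells for no effect and cells given 10 µM MG132 for full effect; MG132 reads +100%, hits lower the ratio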
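TMD8 human ABC-DLBCL cells with doxycycline-inducible IκBα–green luciferase fusion and unfused red luciferase, in 0.5% FBS medium; compounds up to 46 uM, 4 h at 37C. Green/red luminescence ratio, filter-overlap corrected, fitted to concentration-response curves.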
Eya2 phos inh = inhibitors of human Eya2 phosphatase activity; hit rate 0.006% among 330,000; AID 488837; recombinant Eya2, OMFP fluorescence dephosphorylation (OMFP is methylfluorescein phosphate); O00167; Potency, µM (titrated, usually from 76.9 µM), for inactives: at the top dose activity, negative = inhibition, most hits filed as inhibitors; note: potency is the fitted concentration of half-maximal effect; % is set by controls: 0 for no effect and ±100 for the full control effect
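Eya2 protein (added as 0.2 uM solution) was preincubated with compound for 10 min at ambient temperature in 50 mM HEPES pH 7.5, 50 mM NaCl, 5 uM MgCl2, 0.05% BSA, 1 mM DTT. OMFP (added at 50 uM) then reacted 10 min; fluorescence read at 485/525 nm.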
TSHR antag = blocks TSH signaling through the human TSH receptor; P16473; TSHR-expressing cells, TSH-stimulated cAMP HTRF, 2 h; stronger effect = lower value; activity change, negative = inhibition, % at 11.5 µM; hit rate 0.2% among 330,000;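 active = activity change below a set negative limit, meaning inhibition stronger than a set level, cut at about -70% in these data; inconclusive = activity change between two set negative limits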; note: % is set by controls: 0 for no effect and ±100 for the full control effect
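Antagonism was scored as loss of TSH-driven cAMP in TSHR cells, stimulated with 4nM TSH (EC80) for 2 hours at 37 deg C and detected by homogeneous HTRF competition immunoassay.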
Mito fusion act = inhibitors of mitochondrial division or activators of mitochondrial fusion | S. cerevisiae fusion-defective mutant growth rescue, CellTiterGlo 48 h | Potency, µM (top dose mostly 46.1 µM), for inactives: top-dose growth rescue (activation), actives largely listed as activators | hit rate 0.23% among 320,000;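 note: potency is the fitted concentration of half-maximal effect; % of control where 0% means no effect; nearly all actives have a fitted effect of over 45% in size; temperature-sensitive fusion mutants such as fzo1-1 at 37 °C on non-fermentable ethanol glycerol medium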
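Compounds are tested for their ability to restore growth of mitochondrial fusion-defective yeast strains at non-permissive 37C in YPEG medium over 48 hours. Viability is quantified by luciferase luminescence.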
ASM inhibitor = inhibitors of human secretory acid sphingomyelinase; placental ASM, HMU-PC fluorogenic substrate, 60 min; Potency, µM (titrated, usually from 57.5 µM), inactives show at the highest dose activity change, negative = inhibition, hits mostly inhibitors; hit rate 0.006% among 340,000; note: potency is the fitted concentration of half-maximal effect
Target sequence (P17405 47-631 limits assumed): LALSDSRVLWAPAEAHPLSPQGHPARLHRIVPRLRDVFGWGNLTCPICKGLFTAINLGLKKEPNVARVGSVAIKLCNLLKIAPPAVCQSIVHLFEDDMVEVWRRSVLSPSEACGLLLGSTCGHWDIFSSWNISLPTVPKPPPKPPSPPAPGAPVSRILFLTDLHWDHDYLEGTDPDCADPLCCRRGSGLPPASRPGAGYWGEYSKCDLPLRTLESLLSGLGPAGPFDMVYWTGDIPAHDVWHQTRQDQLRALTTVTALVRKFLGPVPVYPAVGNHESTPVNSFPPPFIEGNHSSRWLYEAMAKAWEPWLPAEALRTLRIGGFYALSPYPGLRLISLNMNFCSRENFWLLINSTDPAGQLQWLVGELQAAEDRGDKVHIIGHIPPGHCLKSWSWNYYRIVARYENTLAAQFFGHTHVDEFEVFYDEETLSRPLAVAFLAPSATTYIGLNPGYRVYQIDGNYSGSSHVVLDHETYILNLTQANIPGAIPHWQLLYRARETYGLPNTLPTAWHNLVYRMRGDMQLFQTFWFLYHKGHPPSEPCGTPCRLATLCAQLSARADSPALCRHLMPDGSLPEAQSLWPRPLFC
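Human placenta-derived ASM enzyme was preincubated with compound for 10 minutes at room temperature, then given fluorogenic substrate HMU-PC0 (9 uM final) for 60 minutes at 37 °C; a pH 10 stop preceded fluorescence reading at Ex 386/Em 447 nm.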
The depositor's hits bear a star; ? = inconclusive; . = no result given; [ ] = dose if it differs, or a comment. Unless noted, calls come from the whole dose curve; as a rule, active = well fitted curve in the direction sought with a large enough effect; inconclusive = small, poorly fitted or top-dose-only effect, or another doubt; inactive = no such curve, though single readings can be large; an effect the other way counts as inactive or inconclusive. Rows are unselected; about 3.2% have a hit in one of these screens.

SMILES | ELG1 repair inh | Tb PFK inh | Integrin act MD | TCR act | A-T KAP1 phos | TSG101-PTAP inh | BCR signal inh | Eya2 phos inh | TSHR antag | Mito fusion act | ASM inhibitor
Fc1ccccc1NC(=S)NCCc1ccc(Cl)cc1 | ? | 1% | -21% | -1% | 2% | -6% | 0% | -8% | -1 | -5% | -1%
CCOc1ccc(C(=O)NCC(=O)Nc2ccc(N3CCOCC3)cc2)cc1OCC | ? | 8% | -8% | 3% | 3% | -3% | 1% | -12% | -19 | 3% | -1%
Cc1ccc(NS(=O)(=O)c2ccc(-n3cccn3)cc2)cc1C | 19% | 1% | -20% | -2% | 0% | -5% | 1% | 0% | 0 | 4% | -1%
CCOC(=O)CC(N)c1ccc2c(c1)OCO2 (configuration not stated) | 8% | 0% | 27% | -2% | 1% | 1% | 1% | -5% | -3 | -4% | 5%
O=[N+]([O-])c1ccccc1/C=C/CN1CCN(Cc2ccc3c(c2)OCO3)CC1 | -1% | -4% | 42% | 7% | 0% | -1% | -12% | 3% | 23 | 4% | 2%
COc1cccc(CNC(=O)COC(=O)c2cc(Br)c(Br)s2)c1 | 11% | 0% | 23% | 10% | -2% | 1% | -1% | 4% | 41 | 3% | 2%
CCCCC(O)(CCN1CCOCC1)c1ccc(Cl)cc1 (configuration not stated) | 12% | -4% | 15% | -1% | 12% | -8% | 12% | -17% | 5 | 0% | 4%
Cc1cc(C)n(-c2ncccc2[N+](=O)[O-])n1 | 5% | -1% | 2% | -11% | 0% | -1% | -5% | 3% | 12 | 4% | 0%
CCN(CC)c1ccc(/C=N/N=C(c2ccccc2)c2ccccc2)c(O)c1 | -8% | 1% | -15% | 4%[46.1 µM] | -10% | 0% | 3% | 2% | -12 | 0% | 21%
CCN(CC)S(=O)(=O)c1cccc(C(=O)NC2=NCCS2)c1 | 0% | 3% | 23% | 3% | -24% | -3% | -1% | 0% | 1 | -14% | 4%
COc1cc(CN2CCC(C(=O)N3CCCC(C)C3)CC2)cc(Br)c1O (configuration not stated) | 1% | 1% | -6% | 2% | 2% | -4% | -2% | 8% | -5 | -2% | 4%
O=C(COc1ccc(Br)cc1CO)Nc1ccc(S(=O)(=O)N2CCCCC2)cc1 | 18µM* | 4% | ? | -1% | -5% | 0% | ? | -7% | -31 | 8% | -7%
CCCN1Cc2cccc(C(=O)NC(CC(=O)OCC)c3ccc(OC(C)C)cc3)c2C1=O (configuration not stated) | ? | -4% | 0% | 5% | 0% | -2% | 6% | -26% | 5 | 20% | -2%
N#CC(c1ccc(Cl)cc1)c1ccc2c(C(F)(F)F)cc(C(F)(F)F)nc2n1 (configuration not stated) | ? | 5% | -61%[inhibitor] | 8% | . | 6% | ? | -20% | -2 | 3% | -3%
O=C(Nc1ccc(C(=O)O)cc1)/C(=C\c1ccccc1)NC(=O)c1ccccc1 | 8% | 4% | 19% | 2% | 11% | . | 3% | -2% | -17 | 1% | 3%
Cc1cc(NC(=S)N(Cc2ccc(Cl)cc2)Cc2ccc(C(=O)O)cc2)ccc1Cl | 0% | -12% | 15% | -10% | -2% | 1% | 13% | 13% | -7 | 2% | -1%
COC(=O)C1=C(N)Oc2cc(C)n(CCCn3ccnc3)c(=O)c2C1c1ccc(Cl)cc1 (configuration not stated) | 3% | -4% | -10% | 8% | 10% | -1% | ? | 16% | -13 | 2% | -1%
O=C(NCCOc1nc(N2CCOCC2)nc(N2CCOCC2)n1)Nc1ccc(Cl)cc1 | ? | 0% | 2% | -2% | -3% | -2% | -1% | -8% | -4 | -3% | -3%
Cc1ccc2[nH]c(=O)c(CN(Cc3ccc4c(c3)OCO4)Cc3nnnn3C3CCCC3)cc2c1 | . | . | -20% | -4% | . | 0% | . | . | . | ? | -12%
CC(C)(C)C(=O)Nc1cccc(OC(F)(F)C(F)Cl)c1 (configuration not stated) | -2% | -2% | 3% | 10% | -2% | -2% | 14% | 4% | 13 | 1% | -4%
Cc1cc([N+](=O)[O-])nn1CC(=O)Nc1nccs1 | -2% | -3% | 10% | 2%[46.1 µM] | 5% | -3% | 1% | 3% | 30 | -5% | 2%
COc1ccc(-c2cc(C)no2)cc1S(=O)(=O)NCC(C)c1ccccc1 (configuration not stated) | -6% | 8% | 13% | -11% | 6% | -5% | 4% | ? | 10 | 6% | -20%
CC1CCc2c(sc(NC(=O)Cn3nc(C(F)(F)F)c4c3CCCCC4)c2C#N)C1 (configuration not stated) | 3% | 3% | 4% | . | 4% | -3% | 1% | 14% | 41 | 5% | -1%
COc1ccc(/C=c2\s/c(=C/C(=O)c3ccc(C)cc3)[nH]c2=O)cc1OC | ? | 0% | -5% | 0%[46.1 µM] | 4% | ? | ? | 0% | -8 | 17% | -8%
CCN(CC)c1ccc(NC(=O)c2c(C)noc2C)cc1 | 4% | 1% | 10% | 7% | 10% | -1% | ? | 10% | 8 | -1% | 0%

Arranged by length of the SMILES (falling): some entries from above.
SMILES | ELG1 repair inh | Tb PFK inh | Integrin act MD | TCR act | A-T KAP1 phos | TSG101-PTAP inh | BCR signal inh | Eya2 phos inh | TSHR antag | Mito fusion act | ASM inhibitor
CC1CCc2c(sc(NC(=O)Cn3nc(C(F)(F)F)c4c3CCCCC4)c2C#N)C1 (configuration not stated) | 3% | 3% | 4% | . | 4% | -3% | 1% | 14% | 41 | 5% | -1%
O=C(COc1ccc(Br)cc1CO)Nc1ccc(S(=O)(=O)N2CCCCC2)cc1 | 18µM* | 4% | ? | -1% | -5% | 0% | ? | -7% | -31 | 8% | -7%
COc1cccc(CNC(=O)COC(=O)c2cc(Br)c(Br)s2)c1 | 11% | 0% | 23% | 10% | -2% | 1% | -1% | 4% | 41 | 3% | 2%

New compounds follow.
SMILES | ELG1 repair inh | Tb PFK inh | Integrin act MD | TCR act | A-T KAP1 phos | TSG101-PTAP inh | BCR signal inh | Eya2 phos inh | TSHR antag | Mito fusion act | ASM inhibitor
Cn1nc(C(=O)NCc2ccc(F)cc2)cc1C(=O)NCc1ccc(F)cc1 | ? | -21% | -18% | 2% | 0% | 0% | -8% | -12% | -6 | -12% | 1%
CCCS(=O)(=O)c1nc(S(=O)(=O)c2ccc(C)cc2)c(N2CCCC(C)C2)s1 (configuration not stated) | -5% | -3% | 23% | 2% | -1% | -4% | 4% | -3% | 8 | 0% | 0%
CC(=O)c1ccc(S(=O)(=O)NCc2nnnn2-c2ccccc2)cc1 | 3% | 2% | -11% | -10% | -3% | 1% | 3% | 2% | -6 | -5% | -2%
COc1ccc(Cl)cc1NC(=O)C1CCCN(c2ncnc3c2nc2n3CCCCC2)C1 (configuration not stated) | ? | 3% | 5% | -4% | -5% | 0% | -6% | 5% | -6 | -1% | -1%
COc1cccc(NC(=O)CN(C)CC(=O)Nc2ccc3c(c2)CCC3)c1 | -1% | 2% | -12% | -4% | 13% | -9% | -12% | 3% | 4 | 9% | -3%
CCCCOC(=O)c1c(C)oc2ccc(NS(=O)(=O)c3ccc4c5c(cccc35)C(=O)N4)cc12 | ? | -13% | 5% | 2% | -6% | -1% | 1% | 11% | 11 | 16% | ?
CCOC(=O)CSc1nc2sc3c(c2c(=O)[nH]1)CC(C)(CC)OC3 (configuration not stated) | 13% | 2% | 24% | -2% | 1% | -3% | -2% | -8% | -3 | 4% | -2%

Individual results from the list.
`CC(=O)c1ccc(S(=O)(=O)NCc2nnnn2-c2ccccc2)cc1` in TSG101-PTAP inh reads 1%
`Cn1nc(C(=O)NCc2ccc(F)cc2)cc1C(=O)NCc1ccc(F)cc1` in TSHR antag reads -6
